Bioassay records: PubChem BioAssay, National Center for Advancing Translational Sciences (NCATS)
MCF10A rereplic: DNA re-replication induction in MCF 10a cells. 350,000 compounds, 2.9% hits. MCF 10A DNA re-replication, Hoechst nuclear intensity, 48 h. Potency, µM (top dose mostly 46.1 µM), without a hit: at the top dose activity, positive = re-replication, usual class: activators. AID 624296; further: % of control where 0% means no effect; nearly all actives have a fitted effect of over 50% in size
Nrf2 block: blocks Nrf2 signaling; 360,000 compounds, 2.1% hits; A549 ARE-Fluc reporter, luciferase luminescence, 18-24 h; AID 504444; Potency, µM (top dose mostly 46 µM), without a hit: at the highest dose activity change, negative = inhibition, most hits filed as inhibitors; further: on the % scale 0 is the no-effect control and ±100 the full control effect; nearly all actives have a fitted effect of over 60% in size
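Nrf2 activity is the BugLite luminescence, read 15 min after reagent at room temperature, following CellTiter-Fluor cytotoxicity readout (30 min, 37C). Compound titrations were applied for 18-24 h to 5000 A549 ARE_Fluc cells/well in 5% FBS OPTI-MEM.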
ATXN2 expr inh: inhibitors of ATXN2 expression; HEK-293 ATXN2-luciferase reporter, luminescence, 24 h; Potency, µM (top dose mostly 57 µM), for the others: at the top dose activity change, negative = inhibition, most hits filed as inhibitors; AID 1745845; 360,000 compounds, 0.72% hits; further: on the % scale 0 is the no-effect control and ±100 the full control effect; nearly all actives have a fitted effect of over 55% in size
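ATXN2-luciferase reporter cells (luciferase flanked by upstream and downstream ATXN2 gene portions) were treated 24 h at 37 °C with compounds at up to 57 uM. SteadyGlo luminescence gave expression; GF-AFC fluorescence gave viability.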
A549 tox: counter-screen for Nrf2 inhibitors: cytotoxicity in A549 cells; A549 ARE-Fluc cells, CellTiter-Fluor viability, 18-24 h; Potency, µM (series often up to 46 µM), for the others: top-dose activity change, negative = cytotoxicity, actives largely listed as inhibitors; 390,000 compounds, 0.16% hits; further: on the % scale 0 is the no-effect control and ±100 the full control effect
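Cytotoxicity counterscreen: CellTiter-Fluor fluorescence was measured in A549 ARE_Fluc cells after 18-24 h of compound exposure in a concentration series. The subsequent BugLite luminescent read reports ARE-luciferase activity.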
ATXN viability: cell viability loss in ATXN counter-screen; S2 cells (HEK-293 line with an ATXN2-luciferase reporter) viability, CellTiter-Fluor protease fluorescence, 24 h; Potency, µM (highest dose often 56.7 µM), hits mostly cytotoxic; 400,000 compounds, 0.49% hits; AID 651635; further: nearly all actives have a fitted effect of over 40% in size
EPAC2 antagonist: EPAC2 (human) antagonism; EPAC2 GEF exchange of Rap1B-BODIPY-GDP, fluorescence; Potency, µM (highest dose often 114 µM), inactives show top-dose activity, negative = inhibition, usual class: inhibitors; 360,000 compounds, 0.18% hits; AID 720708; further: on the % scale 0 is the no-effect control and ±100 the full control effect; nearly all actives have a fitted effect of over 45% in size; many of its hits are not listed in these tables
Target sequence (Q8WZA2 whole entry, looked up): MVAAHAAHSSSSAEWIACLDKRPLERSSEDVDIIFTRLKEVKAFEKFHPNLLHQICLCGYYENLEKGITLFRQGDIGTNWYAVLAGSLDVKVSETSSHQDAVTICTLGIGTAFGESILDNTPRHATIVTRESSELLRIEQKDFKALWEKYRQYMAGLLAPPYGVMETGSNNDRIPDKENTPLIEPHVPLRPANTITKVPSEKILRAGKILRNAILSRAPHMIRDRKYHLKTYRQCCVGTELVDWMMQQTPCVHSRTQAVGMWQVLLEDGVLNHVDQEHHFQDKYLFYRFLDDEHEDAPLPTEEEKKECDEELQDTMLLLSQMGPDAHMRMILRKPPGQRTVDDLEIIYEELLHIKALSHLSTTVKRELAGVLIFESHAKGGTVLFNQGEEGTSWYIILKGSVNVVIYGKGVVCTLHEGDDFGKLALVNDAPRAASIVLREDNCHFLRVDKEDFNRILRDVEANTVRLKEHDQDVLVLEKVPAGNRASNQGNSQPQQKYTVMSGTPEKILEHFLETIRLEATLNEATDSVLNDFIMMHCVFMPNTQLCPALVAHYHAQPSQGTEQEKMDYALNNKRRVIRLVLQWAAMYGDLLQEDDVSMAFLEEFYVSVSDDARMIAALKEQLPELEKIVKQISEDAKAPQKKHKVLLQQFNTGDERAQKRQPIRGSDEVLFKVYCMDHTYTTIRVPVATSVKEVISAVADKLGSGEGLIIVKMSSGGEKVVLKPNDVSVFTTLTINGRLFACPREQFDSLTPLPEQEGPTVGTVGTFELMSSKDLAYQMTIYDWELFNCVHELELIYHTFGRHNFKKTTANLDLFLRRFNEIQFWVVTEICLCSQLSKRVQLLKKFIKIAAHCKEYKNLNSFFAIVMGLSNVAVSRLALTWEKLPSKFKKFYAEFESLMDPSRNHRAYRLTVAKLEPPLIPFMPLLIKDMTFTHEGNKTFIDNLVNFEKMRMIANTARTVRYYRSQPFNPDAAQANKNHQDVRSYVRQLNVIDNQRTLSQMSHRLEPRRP
TGFb inhibitor: TGF-b pathway inhibition; HepG2 CAGA-GFP TGF-b/SMAD3 reporter, GFP fluorescence, 18 h; TGF-beta stimulated, 500 pg/mL final; Potency, µM (doses to about 46.1 µM), without a hit: at the highest dose activity, negative = inhibition, usual class: inhibitors; 410,000 compounds, 1.2% hits; AID 588855; further: on the % scale 0 is the no-effect control and ±100 the full control effect; nearly all actives have a fitted effect of over 65% in size
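Smad-responsive CAGA-GFP expression was quantified in HEPG2 cells exposed to compounds and 500 pg/mL final TGF-beta for 18 h at 37 degrees C; unstimulated wells defined full inhibition.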
HepG2 viability: counter-screen for TGF-b inhibitors: cytotoxicity in HepG2 cells. HepG2 CAGA-GFP viability, ATP luminescence, 18 h. Potency, µM (series often up to 46.1 µM), inactives show top-dose activity change, negative = cytotoxicity, actives largely listed as cytotoxic. 410,000 compounds, 0.76% hits; further: some results filed as inactive show a strong effect at the top dose
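HepG2 CAGA-GFP cells (1000/well, DMEM with 1% FBS) received compound, then TGF-beta at 500 pg/mL final, and were incubated 18 hours at 37 degrees C. Viability was read by CellTiter-Glo luminescence. Media-only wells were set as complete cell-killing and DMSO as no toxicity.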
Nrf2 activator: activators of Nrf2 (ARE) signaling. Potency, µM (doses to about 46.1 µM), for inactives: at the highest dose activation, hits mostly activators. AID 624171. 410,000 compounds, 0.31% hits. AREc32 ARE-luciferase reporter (MCF7-derived line), luminescence, 24 h; further: % of control where 0% means no effect; nearly all actives have a fitted effect of over 65% in size
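ARE-driven firefly luciferase activity in AREc32 cells measured after a 24 hr compound exposure at 37 deg C, using Steady-Glo reagent and a 30 min room-temperature hold.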
Numbers without * were called inactive; i = inactive; ? = inconclusive; . = not tested or not shown; [ ] = another dose, or the depositor's remark. The call rests on the fitted dose curve; in most records, active means well fitted curve in the direction sought with a large enough effect; inconclusive means small, poorly fitted or top-dose-only effect, or another doubt; inactive means no such curve, though single readings can be large; an effect the other way counts as inactive or inconclusive. Potency means the concentration at half of the fitted maximal effect.

Compound,MCF10A rereplic,Nrf2 block,ATXN2 expr inh,A549 tox,ATXN viability,EPAC2 antagonist,TGFb inhibitor,HepG2 viability,Nrf2 activator
C[C@@H]1NC(=O)c2cc([N+](=O)[O-])cc(I)c2OCC[C@@H](C(=O)NC(CC(=O)O)C(N)=O)NC(=O)[C@H](CCC(=O)O)NC1=O (some centres undefined),-1%,4%,-3%,-2%,?,36%[activator],-3%,-85%,-1.5%
Cc1cc(C)cc(NC(=O)COCc2cc(-c3ccc4c(c3)OCO4)on2)c1,.,?,.,5%,.,.,10%,-4%,0.4%
CCOc1ccc(NC(=O)CN(C)C(=O)c2cn(-c3ccc(F)cc3)nc2-c2cccc(OC)c2)cc1OCC,?,?,?,?,i,-17%,?,-13%,-0.8%
O=C(NCC(c1ccc(Cl)cc1)N1CCCCC1)c1ccccc1F (centres undefined),.,8%,-4%,0%,i,.,-11%,-5%,4.2%
COc1cccc(/C=C2\SC(=S)NC2=O)c1OS(=O)(=O)c1ccc(NC(C)=O)cc1,16%,6%,-5%,-15%,i,3%,-13%,0%,3.0%
CCn1c(CNC(=O)c2cccs2)nnc1SCC(=O)NCCc1ccccc1,11%,2%,-11%,1%,i,-1%,-12%,-5%,-0.7%
Cn1c(=O)c2c(nc(NCCNC(=O)c3ccco3)n2Cc2ccc(F)cc2)n(C)c1=O,2%,?,-21%,-1%,i,4%,6%,-19%,-0.3%
CCOC(=O)c1sc(-c2ccc(Br)cc2)cc1N,?,?,53%[activator],-3%,i,-4%,1%,-25%,3.5%
Cc1ccc(NS(=O)(=O)c2ccc(NC(=O)c3cccs3)cc2)c(C)c1,?,?,-16%,0%,i,-11%,0%,12%,2.6%
O=C1c2ccccc2C(=O)c2cc(S(=O)(=O)Nc3ccccc3)ccc21,?,?,-20%,-13%,i,-8%,20µM*,-104%,0.3%[9.22 µM]
COc1ccccc1/C=N/n1c(C)nnc1-n1nc(C)cc1C,?,0%,6%,3%,i,3%,-2%,-13%,-0.1%
COc1ccc(Cl)cc1NC(=S)N1CCN(S(C)(=O)=O)CC1,-1%,17%,.,14%,i,2%,8%,9%,-1.1%
Cc1ccc(N(C(=O)c2csnn2)C(C(=O)NC(C)(C)C)c2ccccn2)cc1 (centres undefined),4%,1%,-5%,-3%,i,-13%,11%,2%,-0.7%
COc1ccccc1C(=O)C1CCCN(C(=O)CSc2ccccn2)C1 (centres undefined),3%,6%,8%,13%,i,0%,-4%,-18%,-0.2%
O=C(O)c1ccccc1OCCOCCOc1ccccc1C(=O)O,5%,-3%,12%,-15%,i,2%,2%,-4%,-0.7%
O=C(COC(=O)c1ccc(NS(=O)(=O)c2cccs2)cc1O)Nc1ccc(F)cc1,10%,-10%,-4%,0%,i,-29%,10%,13%,0.1%
COc1cccc(OCc2nc(-c3cccc([N+](=O)[O-])c3)no2)c1,10%,?,9%,13%,i,0%,-28%,-22%,2.4%
CC1CC(C)CN(C(=O)/C=C/c2ccc([N+](=O)[O-])s2)C1 (centres undefined),22%,?,.,-16%,?,11%,-12%,-4%,?
Cc1ccc(C2=NN=C(NC(=O)CSc3nncn3C)SC2)cc1,6%,4%,12%,-1%,i,5%,0%,8%,15%
Cc1cc(C)c(S(=O)(=O)N2CCOC23CCN(S(C)(=O)=O)CC3)c(C)c1,.,.,.,.,?,-17%,3%,-6%,-0.8%
COC(=O)CCC(=O)OC1(C)C(=O)C=C2C=C(C3CC3)N(CCCCO)C=C2C1=O (centres undefined),-10%,-6%,-10%,-8%,i,-9%,2%,-22%,-1.0%
COc1ccc(C(=O)CN2CCN(c3ncccn3)CC2)cc1,6%,16%,-9%,11%,i,-2%,-2%,1%,-0.3%
C=CC[C@@H](CC(=O)N(CCO)Cc1ccccc1)C(=O)N[C@H](COC(=O)[C@@H](CC=C)Cc1ccc(F)cc1)Cc1ccccc1,?,?,?,-29%,.,?,?,-13%,-1.9%
CCn1c(SCC(=O)NC2CCCC2)nnc1C(C)NC(=O)c1ccccc1Br (centres undefined),-7%,4%,-2%,-16%,i,10%,-3%,-3%,-0.3%
COc1ccc(N2CCN(C(=O)c3cccn3-c3nnc(N4CCCC4)s3)CC2)cc1,.,1%,.,0%,.,.,-31%,-17%,0.3%
Cc1ccc(S(=O)(=O)N2CCN(C(=O)CC(C)n3nc(C)c(Cl)c3C)CC2)cc1 (centres undefined),1%,15%,1%,6%,i,-14%,-14%,-11%,2.7%
COc1ccc(OC)c(-c2csc(NC(=O)C3=COCCO3)n2)c1,23%,11%,7%,2%,?,-5%,?,-21%,6.1%
Cc1cccc(C(=O)NCC(=O)OCC(=O)c2ccc(Cl)s2)c1,1%,19%,-1%,1%,i,16%,0%,5%,0.1%
Cc1ccc(NC(=O)C(=O)NCC2CCCN2S(=O)(=O)c2cccs2)cc1C (centres undefined),24%,?,0%,-4%,i,3%,?,-15%,3.2%
CC1CCc2cc(F)ccc2N1C(=O)c1ccncc1 (centres undefined),-2%,-1%,-4%,1%,i,-2%,12%,-12%,-0.1%

Some of these compounds in order of their number in EPAC2 antagonist, descending:
molecule	EPAC2 antagonist	TGFb inhibitor	Nrf2 activator
Cc1cccc(C(=O)NCC(=O)OCC(=O)c2ccc(Cl)s2)c1	16%	0%	0.1%
Cc1ccc(C2=NN=C(NC(=O)CSc3nncn3C)SC2)cc1	5%	0%	15%
Cn1c(=O)c2c(nc(NCCNC(=O)c3ccco3)n2Cc2ccc(F)cc2)n(C)c1=O	4%	6%	-0.3%
Cc1ccc(NC(=O)C(=O)NCC2CCCN2S(=O)(=O)c2cccs2)cc1C (centres undefined)	3%	?	3.2%
COc1ccc(OC)c(-c2csc(NC(=O)C3=COCCO3)n2)c1	-5%	?	6.1%
O=C1c2ccccc2C(=O)c2cc(S(=O)(=O)Nc3ccccc3)ccc21	-8%	20µM*	0.3%[9.22 µM]

The list continues.
Compound,MCF10A rereplic,Nrf2 block,ATXN2 expr inh,A549 tox,ATXN viability,EPAC2 antagonist,TGFb inhibitor,HepG2 viability,Nrf2 activator
COc1cc(NC(=O)COC(=O)CSc2ccccc2F)c(C)cc1[N+](=O)[O-],-10%,5%,.,12%,i,9%,7%,-3%,0.2%
CCCc1nnc(NC(=O)CC(C)c2ccccc2)s1 (centres undefined),-2%,7%,7%,5%,i,9%,?,-2%,2.0%
Cc1ccc(N=N/C(=C\O)C(=O)c2ccc(Cl)cc2)cc1,0%,?,?,?,?,-25%,?,-29%,9.0%
CC(C)c1cc(C(=O)OCC(=O)NC(=O)NCc2ccco2)c(O)c(C(C)C)c1,16µM*,?,?,-13%,?,-27%,?,-89%,-2.4%
O=C(c1ccc([N+](=O)[O-])o1)N1CCN(c2nc3ccc(F)cc3s2)CC1,?,9%,-16%,-1%,i,5%,1%,6%,?
Cc1ccc(S(=O)(=O)NCC(=O)OCC(=O)NC2CCCCC2)cc1,-8%,9%,-5%,3%,i,1%,-16%,-7%,-0.4%
COc1ccccc1C1/C(=C(/O)c2ccccc2)C(=O)C(=O)N1CC(C)C (centres undefined),?,4%,-17%,1%,i,1%,0%,2%,0.0%
COc1ccc(CNC(=O)CCC(=O)c2ccc(C)cc2)cc1OC,-2%,15%,-1%,-1%,i,1%,-7%,10%,0.3%
CCSc1nc(=S)n(Cc2ccccc2)c(C)c1C(C)=O,2%,-18%,3%,7%,i,6%,-11%,-5%,-0.3%[9.22 µM]
CSC[C@H](NC(=O)Cc1c(C)c2cc3c(C)c(C)oc3cc2oc1=O)C(=O)N[C@@H](Cc1ccccc1)C(=O)O,-4%,-11%,4%,8%,i,5%,-1%,-17%,0.6%
COc1cc(NC(=O)C2CCC(CNS(=O)(=O)c3csc(C(N)=O)c3)CC2)cc(OC)c1 (centres undefined),-2%,13%,.,1%,i,0%,-2%,-1%,1.9%
CC1(Oc2cccc(C#N)c2)CCN(Cc2ccc(-c3ccccn3)cc2)C1 (centres undefined),.,.,-17%,.,i,-4%,-14%,-25%,4.3%
Cc1cc(NC(=O)CSc2nc(-c3ccccc3)cs2)no1,?,.,4%,-3%,i,2%,11%,0%,2.2%
O=c1[nH]c(/C=C/c2cccnc2)c([N+](=O)[O-])c(=O)[nH]1,0%,2%,3%,-11%,i,4%,6%,-61%,-0.2%
CCN(CC(=O)Nc1c(F)cccc1F)C(=O)CC1CCCCC1,-2%,1%,2%,-1%,i,17%,17%,-2%,-0.3%
COc1ccc(C(=O)N(C)Cc2ccc(C)o2)cc1OC1CCN(C(C)=O)CC1,11%,-10%,24%,1%,i,-4%,0%,2%,4.9%
COc1ccc(OC(C)C(=O)NCCc2nc3ccccc3[nH]2)cc1 (centres undefined),-1%,-3%,-2%,3%,?,5%,-16%,7%,0.4%
Cc1ccc(CNC(=O)c2cc(S(=O)(=O)N3CCCCCC3)cn2C)cc1,.,.,1%,10%,i,.,-16%,-7%,1.7%
O=S(=O)(NCCc1csc2nc(-c3ccccc3)nn12)c1ccc(Cl)s1,.,.,.,2%,.,.,-11%,-24%,10%
CN(C)c1c2ccccc2nc2c(F)c(F)c(F)c(F)c12,?,7%,?,18%,.,0%,?,-20%,?
Cc1cccc(C)c1OC(=O)CN(c1ccc(Cl)cc1)S(C)(=O)=O,?,-2%,-21%,0%,i,13%,-17%,-12%,-0.1%

3 entries already listed, arranged by molar mass, smallest number first:
Compound,MCF10A rereplic,Nrf2 block,ATXN2 expr inh,A549 tox,ATXN viability,EPAC2 antagonist,TGFb inhibitor,HepG2 viability,Nrf2 activator
CCCc1nnc(NC(=O)CC(C)c2ccccc2)s1 (centres undefined),-2%,7%,7%,5%,i,9%,?,-2%,2.0%
CCN(CC(=O)Nc1c(F)cccc1F)C(=O)CC1CCCCC1,-2%,1%,2%,-1%,i,17%,17%,-2%,-0.3%
COc1cc(NC(=O)C2CCC(CNS(=O)(=O)c3csc(C(N)=O)c3)CC2)cc(OC)c1 (centres undefined),-2%,13%,.,1%,i,0%,-2%,-1%,1.9%

As entered above:
O=c1[nH]c(/C=C/c2cccnc2)c([N+](=O)[O-])c(=O)[nH]1 @ ATXN2 expr inh = 3%
O=S(=O)(NCCc1csc2nc(-c3ccccc3)nn12)c1ccc(Cl)s1 @ Nrf2 activator = 10%
Cc1cc(NC(=O)CSc2nc(-c3ccccc3)cs2)no1 @ A549 tox = -3%

Some of the compounds tested (hit frequency here may not be typical).
